Compound activity from PubChem.
HSP90 inh: HSP90 refolding inhibition in rabbit reticulocyte lysate | luciferase refolding luminescence, 3 h | 0.91% of 290,000 active | inhibition, % at 5.6 µM;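 active = inhibition above the screen-wide mean plus 3 SD, computed separately per campaign, cut at about 16% in these data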;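 also: 0% = DMSO wells and 100% = 60 µM geldanamycin wells; inhibitors lower the luminescence because luciferase stays unfolded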
GSK3 alpha inh: human GSK-3 alpha kinase inhibition; P49840; ADP-Glo luminescence, 60 min; inhibition, % at 10 µM; 0.1% of 320,000 active;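 in the data active = inhibition above about 50%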;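 also: GST-tagged GSK-3 alpha with peptide substrate and 25 µM ATP; 0% = DMSO neutral wells and 100% = GW8510 positive control wells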
Target sequence (P49840 whole entry, looked up): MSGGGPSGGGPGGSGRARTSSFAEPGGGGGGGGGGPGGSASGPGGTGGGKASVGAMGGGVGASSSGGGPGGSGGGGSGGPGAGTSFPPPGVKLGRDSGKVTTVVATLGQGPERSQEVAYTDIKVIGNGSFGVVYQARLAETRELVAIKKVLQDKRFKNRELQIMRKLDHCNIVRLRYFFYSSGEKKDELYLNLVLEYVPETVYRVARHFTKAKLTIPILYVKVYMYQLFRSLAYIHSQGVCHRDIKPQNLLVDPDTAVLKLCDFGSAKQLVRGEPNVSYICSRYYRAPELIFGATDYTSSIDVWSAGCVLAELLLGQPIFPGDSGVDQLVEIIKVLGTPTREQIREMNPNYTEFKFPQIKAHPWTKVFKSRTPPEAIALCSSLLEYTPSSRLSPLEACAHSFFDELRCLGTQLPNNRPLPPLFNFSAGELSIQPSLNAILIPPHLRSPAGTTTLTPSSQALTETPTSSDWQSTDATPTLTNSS
HSF1 activator: increases HSF-1 driven luciferase reporter signal | 1.7% of 300,000 active | NIH3T3-HGL HSF-1 luciferase reporter, MG132, 8 h; 100% = twice DMSO control signal | activation, % at 9 µM;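 active = mean replicate activation of at least 50% with a set share of replicates each reaching 50%; inconclusive = only one of those two conditions met; inactive = mean below 50% and too few replicates reaching it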;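 also: 0% = median of the neutral control wells and 100% = twice that signal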
aSyn UTR inh: MLPCN primary screen, SNCA 5' untranslated region; 0.82% of 300,000 active; inhibition, % (tested at 7.5 µM); alpha-synuclein 5'UTR reporter, inhibitor activity; AID 1813; in the data active = inhibition above about 60%; inconclusive = no clear call, values can overlap the other calls;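 also: H4 neuroglioblastoma cells stably carrying SNCA 5'UTR luciferase fusion; 0% = DMSO wells and 100% = positive control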
KLF5 inhibitor: kruppel-like factor 5 inhibition | 0.23% of 290,000 active | DLD-1 KLF5 promoter-luciferase reporter, luminescence | inhibition, % at 5 µM;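 active = inhibition above a per-plate limit of that plate's mean compound inhibition plus 3 SD, cut at about 60% in these data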;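 also: 0% = DMSO wells and 100% = LY294002 at 200 µM; higher means less KLF5 promoter-driven luciferase light; inactives centre near -14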
HSF1 inh: HSF1 inhibition; NIH3T3-HGL HSE-luciferase, MG132-induced, luminescence 8 h; stronger effect = lower value; activity change, negative = inhibition, % at 7.5 µM (by protocol); 0.77% of 300,000 active;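 active = more than half of replicate wells show activity change below -50%, luminescence cut by over half; inconclusive = some wells, but at most half, below -50%; inactive = no replicate well below -50%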;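 also: luciferase reports HSF-1 transcriptional activity via heat shock element; 0% = median of DMSO wells and -100% = zero luminescence signal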
AI-2 QS modul: modulators of Vibrio harveyi AI-2 quorum sensing system; Vibrio harveyi JMH597 AI-2 luminescence/OD600 ratio, 9 h; stronger effect = lower value; strain lacks LuxN and CqsS sensors; 0 = neutral-control median; activity change, % at 7.5 µM; 0.4% of 300,000 active; AID 2094; in the data active = activity change below about -75%, passing the limit was not always enough; inconclusive = no clear call, values can overlap the other calls;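 also: luminescence divided by OD600 gain over 9 h not by final OD600 alone; inactives centre near 13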
PolyA inh: yeast polyadenylation inhibition; S. cerevisiae SKY197-pL101 polyadenylation reporter, beta-gal luminescence; efflux-impaired pdr1/pdr3 knockout yeast; score 100 = 6 SD above DMSO; calls only at 12 µM; 0.02% of 300,000 active; AID 1875;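 active = lowest replicate activity score at least 50, where 100 means six control SD above control mean; inconclusive = lowest score under 50 but half or more replicates reach 50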;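 also: yeast exposed to compound for 9 h at 30 °C; higher score means more reporter readthrough which indicates perturbed polyadenylation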
GSK3beta inhib: inhibitors of human GSK3beta kinase; P49841; GST-GSK3beta kinase, ADP-Glo luminescence, 60 min; stronger effect = lower value; activity score (negative = inhibition), % at 10 µM; 0.038% of 300,000 active; AID 2097;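 active = more than half of replicate wells score below -50%, meaning over 50% inhibition versus plate controls; inconclusive = some replicates but at most half score below -50%; inactive = no replicate scores below -50%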;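 also: 0% = median DMSO wells and -100% = median GW8510 positive control wells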
Target sequence (P49841 whole entry, looked up): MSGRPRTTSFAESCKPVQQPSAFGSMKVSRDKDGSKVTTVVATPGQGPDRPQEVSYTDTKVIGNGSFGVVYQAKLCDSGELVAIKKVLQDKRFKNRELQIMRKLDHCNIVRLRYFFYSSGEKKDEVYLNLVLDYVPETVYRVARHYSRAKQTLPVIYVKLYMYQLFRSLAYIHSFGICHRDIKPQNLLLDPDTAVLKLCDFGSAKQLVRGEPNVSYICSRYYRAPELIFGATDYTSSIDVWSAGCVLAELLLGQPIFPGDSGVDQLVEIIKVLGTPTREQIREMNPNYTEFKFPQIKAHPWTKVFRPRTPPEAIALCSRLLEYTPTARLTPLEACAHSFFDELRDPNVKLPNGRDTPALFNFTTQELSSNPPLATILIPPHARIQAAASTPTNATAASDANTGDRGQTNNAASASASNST
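test system = GST-tagged human GSK3beta kinase, cell-free | reagent = 25 µM ATP with peptide substrate | dosing = one dose of 10 µM per compound | schedule = 60 min reaction, RT | detection = luminescent ADP-Glo measurement of ADP formed | control set = DMSO neutral wells and GW8510 at 20 µM as positive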
IEC-6 tox: IEC-6 cytotoxicity, counter-screen for KLF5 inhibitors | luminescence viability | inhibition, % at 5 µM | 0.78% of 290,000 active; in the data active = inhibition above about 22%;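 also: 0% = plate median of test compound wells and 100% = cytotoxic reference compound wells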
Numbers without * were called inactive; i = inactive; ? = inconclusive; . = no result given. A portion of the library, so the mix of outcomes need not match the whole.

Values in the order – aSyn UTR inh	HSP90 inh	HSF1 inh	GSK3beta inhib	PolyA inh	HSF1 activator	IEC-6 tox	KLF5 inhibitor	GSK3 alpha inh	AI-2 QS modul
1) O=C(COc1ccccc1)Nc1nnc(S(=O)(=O)N2CCCC2)s1
    -14	0	-11	20	i	-20	1	-10	-2	17
2) CCCc1nc2ccccc2c2nc(N)nn12
    18	2	-11	-3	i	-7	2	-21	-3	21
3) Cc1c(C#N)c(NC(=O)c2cccc(Cl)c2)n(Cc2ccccc2)c1C
    19	3	5	2	i	-1	3	-7	-4	41
4) CN(C(=O)c1ccccc1Cl)c1ccccc1C(=O)NCc1ccccc1
    -7	1	-3	0	i	4	-1	-12	-2	8
5) CCOC(=O)c1c(NC(=O)CN2CCN(c3ccc(Cl)cc3)CC2)sc(C)c1C
    -4	-3	34	2	i	42	-3	-32	2	-14
6) CSc1ccc(CN2CCC(C(=O)NCc3ccc(C)cc3)CC2)cc1
    4	3	-4	2	i	-1	2	-20	1	30
7) CCN(C(=O)c1cc(Cl)ccc1Cl)C1CCS(=O)(=O)C1 (stereo unspecified)
    3	.	-2	-1	i	-13	.	.	-3	1
8) COc1ccc(/C=C/c2noc(-c3ccccc3OC(C)=O)n2)cc1
    -35	25*	-9	0	i	-1	0	-18	1	2
9) N#Cc1c(-c2cccc(Br)c2)cc(-c2cccnc2)nc1N
    35	-1	-2	4	i	12	1	1	-1	-1
10) Cc1cccc(C)c1NC(=O)CN1C(=O)C(C)Oc2ccccc21 (stereo unspecified)
    1	2	-6	-1	i	-10	-2	-50	-2	6
11) O=C(COc1nc2ccccc2nc1N1CCOCC1)N1CCc2ccccc21
    4	-1	3	1	i	-8	6	-11	.	22
12) O=C(COc1ccc(Cl)cc1Cl)NCC(=O)N/N=C/c1c[nH]c2ccccc12
    -11	-1	-10	-11	i	-7	3	-12	3	19
13) COc1cc(OC)nc(Oc2cccc(Cl)c2C)n1
    23	.	0	2	i	-8	.	.	-4	20
14) Cc1ccc(CNC(=O)c2cc(=O)c3ccccc3o2)cc1
    -19	-2	1	0	i	10	6	-6	-3	11
15) CC1CCN(C(=O)C2CCN(CC(C)c3ccccc3)CC2)CC1 (stereo unspecified)
    -15	-1	2	-2	i	28	-2	-50	3	1
16) Nc1nnc(SCC(=O)Nc2ccc(S(=O)(=O)N3CCOCC3)cc2)s1
    -9	1	-3	-1	i	21	-4	-4	.	14
17) O=C1CCC([N+](=O)[O-])C(c2cc(Br)ccc2F)N1 (stereo unspecified)
    -9	-1	-3	-2	i	8	5	3	2	-8
18) Cc1onc(-c2c(F)cccc2Cl)c1C(=O)NC1CC1
    4	0	-3	0	i	10	-1	-21	0	10
19) O=C1NC(=O)/C(=C\c2ccccc2OCc2cccc([N+](=O)[O-])c2)N1
    29	-1	20	-2	i	25	-11	-5	-2	25
20) Cn1c(=N)n(CC(O)c2ccco2)c2ccccc21 (stereo unspecified)
    -11	3	-5	-2	i	1	0	-53	-1	17
21) C=C(C)Cn1c(CNC(C)=O)nc2ccccc21
    5	-2	-4	-2	i	8	3	-3	.	10
22) Cc1n[nH]c(=O)n1-c1ccc(C(C)C)cc1
    -14	-3	-3	-5	i	-6	-6	8	4	18
23) CCC(=O)c1ccccc1OCC(=O)Nc1c(C)cccc1C
    0	-1	3	5	i	8	-1	-42	-3	12
24) O=C(O)c1ccccc1C(=O)N1CCN(C(=O)c2ccccc2Cl)CC1
    2	-2	-2	0	i	3	-7	-45	-1	24
25) Cc1ccc(NC(=O)CCOc2ccccc2)cc1S(=O)(=O)Nc1ccccc1Cl
    29	-2	11	4	i	11	-2	-3	-2	3
26) O=C(NCc1ccc2c(c1)OCO2)C(C(=O)c1ccccc1)n1cc(Cl)ccc1=O (stereo unspecified)
    8	-3	-7	-3	i	-1	-1	-24	-3	5
27) C=CCc1ccccc1OCC(O)CN1CCN(c2ccccc2F)CC1 (stereo unspecified)
    -1	-1	4	0	i	14	-8	-5	-5	-8
28) O=C1CC(c2ccccc2)CC(O)=C1C=NC1CCCCC1 (stereo unspecified)
    -27	-4	-1	2	i	5	-3	-32	-1	-11
29) COc1cccc(CNC(=O)c2ccc(CS(=O)(=O)Cc3ccccc3C)o2)c1
    -4	3	4	5	i	6	5	-1	-3	-6
30) Cc1ccc(S(=O)(=O)NCC(=O)N2CCCC2C(=O)O)cc1 (stereo unspecified)
    -3	-1	0	3	i	4	3	-5	-3	17
31) COC(=O)c1ccc(Oc2cc(C)nc(Cl)n2)cc1
    -7	4	-4	1	i	-19	-1	-19	0	12
32) CCCCCn1c(=O)[nH]c2cc(C(=O)NCCCN3CCCCC3CC)ccc2c1=O (stereo unspecified)
    -15	-5	3	.	i	1	-4	2	0	.
33) O=C(CSc1nnc(NC(=O)c2cccc(F)c2)s1)NC1CC1
    -40	-2	-2	-4	i	16	-3	-60	1	7
34) Cc1ccc(CS(=O)(=O)CCC(=O)NCCCOC(C)C)cc1
    -12	7	1	-3	i	14	-2	-22	-2	21
35) NS(=O)(=O)c1ccc(CCNC(=O)COC(=O)C2CCN(c3ccc(C(F)(F)F)cn3)CC2)cc1
    21	.	-1	0	i	4	.	.	-3	-5
36) O=C(NCC1CCCCC1)c1ccc([N+](=O)[O-])cc1
    -18	-1	3	2	i	21	5	-17	-1	2
37) C=CCN(c1ccccc1)S(=O)(=O)c1cccc(C(=O)N2CCCC2)c1
    5	.	-10	4	i	-13	.	.	2	7
38) Fc1cccc(Nc2nc(N3CCOCC3)nc(N3CCOCC3)n2)c1
    -2	-1	-6	2	i	-18	1	-9	1	-3
39) O=C(Nc1cc(NC(=O)c2ccccc2F)ccc1Cl)c1ccccc1
    -15	-3	-4	2	i	-3	2	5	-1	3
40) O=C(NCC1CCCO1)c1ccc(Cn2c(=S)[nH]c3ccccc3c2=O)cc1 (stereo unspecified)
    10	4	3	3	i	-7	4	-3	-3	-8
41) Cc1nc2cc(C(=O)OCC(=O)Nc3cccc(Cl)c3)ccc2n1-c1ccccc1
    -5	-2	-3	0	i	-6	-6	-8	-3	21
42) CC1(C)C(=O)OC(c2cc(Br)ccc2O)C(C)(C)C1=O (stereo unspecified)
    20	0	1	-1	i	-5	-14	1	0	-1
43) Cc1ccc(C(=O)NCc2ccc3c(c2)OCO3)o1
    -20	-3	2	0	i	10	-3	-26	0	13
44) CCc1nnc(NC(=O)C(CC)CC)s1
    -4	6	-12	1	i	-14	0	-8	-1	26
45) COc1ccc(/C=N/NC(=O)c2cccs2)c2ccccc12
    -62	.	23	1	i	22	.	.	0	22
46) CCCN(C(=O)c1cc(S(=O)(=O)N2CCCCCC2)ccc1OC)C1CCS(=O)(=O)C1 (stereo unspecified)
    1	.	-2	-4	i	-5	.	.	-3	11
47) Cc1nn(CC(=O)NCC(C)c2ccccc2)c(=O)c2cccn12 (stereo unspecified)
    16	2	-9	0	i	-4	3	-13	.	13
48) CCCCC1N2CC3([N+](=O)[O-])CN1CC([N+](=O)[O-])(C2)C3(C)C (stereo unspecified)
    -9	0	-6	-2	i	0	-4	-10	-2	15
49) COc1ccc2cc(CCNC(=O)c3ccc(Br)o3)c(=O)[nH]c2c1
    -2	-6	-3	0	i	21	0	2	3	46
50) CCOc1ccccc1NC(=O)C1CCCN1C(=O)OCc1ccccc1 (stereo unspecified)
    18	0	25	2	i	36	-4	-16	1	7
51) Cc1ccc(C)c2[nH]c(=O)c(CN(Cc3ccco3)C(=S)NCC3CCCO3)cc12 (stereo unspecified)
    9	0	57	1	i	77*	-4	9	2	29
52) O=C(CSc1nnc2c(n1)[nH]c1ccc(F)cc12)N1CCOCC1
    -30	-1	-1	-7	i	-1	5	-33	-2	18
53) CCOC(=O)C1(Cc2ccc(OC)cc2)CCN(C(=O)c2ccoc2C)CC1
    -9	1	-1	0	i	5	2	-6	-1	0
54) COC(=O)c1ccc(CSCc2ccc(C(=O)OC)o2)o1
    -12	-1	13	-1	i	43	2	3	-1	10
55) Cn1c(C(=O)NCCc2c[nH]c3ccccc23)cc2sccc21
    -237	-5	-8	-3	i	-3	0	-143	0	?
56) O=C1CSC(c2cccc(F)c2)N1c1ccc(O)cc1 (stereo unspecified)
    22	0	-6	1	i	4	-6	-20	-3	16
57) O=C(NC(=S)Nc1ccc(-c2nc3ncccc3o2)cc1)c1ccccc1F
    -34	4	9	0	i	36	2	-11	2	15
58) COc1cccc(NC(=O)c2ccc(CN3CCOCC3)cc2)c1
    -50	3	5	4	i	19	7	-110	7	19
59) CC(C)c1ccc(C(C(=O)NC2CCCC2)N(C(=O)c2csnn2)C2CC2)cc1 (stereo unspecified)
    -1	-3	-1	0	i	3	-6	-8	-3	16
60) CC(=O)N(C(C)=O)n1c(/C=C/c2cccc([N+](=O)[O-])c2)nc2ccccc2c1=O
    -17	5	5	0	i	3	4	-25	1	11

Next section
Values in the order – aSyn UTR inh	HSP90 inh	HSF1 inh	GSK3beta inhib	PolyA inh	HSF1 activator	IEC-6 tox	KLF5 inhibitor	GSK3 alpha inh	AI-2 QS modul
61) Brc1cc2ccccc2[n+](Cc2ccccc2)c1
    2	.	2	4	i	-4	.	.	-1	12
62) COc1cc(C(=O)Oc2ccccc2/C=N/NC(=O)c2ccc(C)c(Cl)c2)cc(OC)c1OC
    84*	-6	-1	1	i	2	1	-7	1	8
63) O=C(NCC(c1cccnc1)N1CCN(c2ccccc2F)CC1)c1cccc(Cl)c1 (stereo unspecified)
    15	-3	-7	1	i	-12	2	-17	-2	17
64) O=C(C1CCN(S(=O)(=O)c2cc(Cl)ccc2Cl)CC1)N1CCOCC1
    -11	0	-3	2	i	-5	7	0	-1	24
65) COc1cccc(-c2nc(CS(=O)(=O)CC(=O)N3CCCCC3)c(C)o2)c1
    17	4	-2	-4	i	-20	2	-17	-1	26
66) Cc1ccc(S(=O)(=O)NC(Cc2ccccc2)C(=O)O)cc1C (stereo unspecified)
    1	3	1	5	i	16	-2	-26	-8	23
67) O=C(NCc1ccco1)c1nc(-c2ccccc2)n(-c2ccccc2)n1
    27	1	3	1	i	8	2	-9	-1	8
68) S=C(NCCNCc1ccccc1)NC1CCCCC1
    16	1	10	-3	i	4	-5	-16	-3	42
69) CCCCCC/C=C/c1ccc([C@H]2[C@H]3C=CC[C@@H](C)[C@@H]3C(=O)N2Cc2ccccc2)c(F)c1
    31	.	13	0	i	0	.	.	-1	11
70) COc1ccccc1N1CCN(c2cnccn2)CC1
    14	5	-3	1	i	8	0	-28	0	-6
71) O=[N+]([O-])c1ccc(N/N=C/c2ccccc2O)cc1
    -165	-9	70	-2	i	73*	2	-165	-4	9
72) NC(=O)CC(NC(=O)Cc1cccc2ccccc12)c1ccc(NC2CCCCCC2)c([N+](=O)[O-])c1 (stereo unspecified)
    -3	.	-1	1	i	-19	.	.	-1	0
